Compound activity from PubChem BioAssay.
SIRT5 inh: inhibitors of human sirtuin-5 desuccinylase | Purified SirT5, succinyl-peptide AMC, trypsin-coupled fluorescence | inhibition, % at 15 µM | actives 1.1% (n = 330,000); in the data active means inhibition above about 15%; inconclusive means no clear call, values can overlap the other calls
ERAP1 HTS inh: ERAP1 (human) enzyme inhibition | Q9NZ08 | recombinant ERAP1, Leu-AMC fluorescence, 60 min | inhibition, % at 10.7 µM | actives 0.15% (n = 340,000);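 active means mean replicate inhibition of at least 30%, or all replicates individually reaching that 30% level; inactive means mean below 30% and not every replicate reaching it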;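 further: 0% = neutral control wells and 100% = L-leucinethiol positive control wells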
Target sequence (Q9NZ08 whole entry, looked up): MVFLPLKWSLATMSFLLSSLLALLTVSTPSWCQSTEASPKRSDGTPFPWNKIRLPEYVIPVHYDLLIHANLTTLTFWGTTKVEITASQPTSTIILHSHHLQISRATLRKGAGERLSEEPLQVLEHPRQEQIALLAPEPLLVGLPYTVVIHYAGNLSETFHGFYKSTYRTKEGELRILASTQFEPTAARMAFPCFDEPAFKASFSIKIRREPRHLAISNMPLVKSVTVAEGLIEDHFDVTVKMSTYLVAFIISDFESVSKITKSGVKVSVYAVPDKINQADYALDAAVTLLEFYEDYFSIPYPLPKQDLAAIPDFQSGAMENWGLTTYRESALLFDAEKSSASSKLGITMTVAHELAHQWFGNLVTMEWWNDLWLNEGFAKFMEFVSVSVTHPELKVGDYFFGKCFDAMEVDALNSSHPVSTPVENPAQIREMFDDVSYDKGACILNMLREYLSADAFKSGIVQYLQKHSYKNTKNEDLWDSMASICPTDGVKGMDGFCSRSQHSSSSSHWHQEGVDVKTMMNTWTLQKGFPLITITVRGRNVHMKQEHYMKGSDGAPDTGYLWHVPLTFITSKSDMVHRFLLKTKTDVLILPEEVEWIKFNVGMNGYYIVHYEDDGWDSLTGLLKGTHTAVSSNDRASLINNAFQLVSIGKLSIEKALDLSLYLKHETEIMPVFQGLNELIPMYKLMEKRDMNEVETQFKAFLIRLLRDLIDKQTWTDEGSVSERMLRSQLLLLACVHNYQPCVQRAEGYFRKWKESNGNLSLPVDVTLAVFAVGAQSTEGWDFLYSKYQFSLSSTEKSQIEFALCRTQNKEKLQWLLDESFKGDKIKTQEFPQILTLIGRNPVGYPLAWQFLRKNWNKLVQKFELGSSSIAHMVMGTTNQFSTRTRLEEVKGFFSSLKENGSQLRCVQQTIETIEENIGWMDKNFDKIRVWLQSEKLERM
S100A4 inh HTS: inhibitors of human S100A4 binding to myosin IIA peptide | inhibition, % at 10.7 µM | S100A4/TAMRA-MyoIIA peptide fluorescence polarization | P26447 | AID 652163 | actives 0.14% (n = 360,000);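 active means mean inhibition of at least 70% across replicates, with every replicate also reaching that level; inconclusive means mean inhibition reaches 70% but some replicates fall short; inactive means mean inhibition below 70%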
Target sequence (P26447 whole entry, looked up): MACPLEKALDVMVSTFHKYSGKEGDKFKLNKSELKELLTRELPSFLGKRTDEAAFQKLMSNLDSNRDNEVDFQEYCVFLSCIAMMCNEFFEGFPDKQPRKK
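incubation = readout 5 min after mixing, signal stable up to 60 min | system = S100A4 monomer protein | buffer or medium = HEPES pH 7.2 with CaCl2, KCl, NaCl, DTT, Triton | benchmarks = neutral control DMSO, positive control TFP | also added = fluorescent myosin IIA peptide, 5 nM | compound dosing = one concentration per compound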
LGR2 antag: blocks bursicon-induced cAMP signaling via Drosophila LGR2. AID 720647. actives 0.35% (n = 380,000). HEK293 LGR2, CRE-luciferase, bursicon-stimulated, 4 h. inhibition, % at 9.99 µM;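 active means drop in luminescence signal, shown as inhibition above about 50% in the replicate tests, limit read from the data, passing the limit was not always enough; inconclusive means probably only some replicates passing the limit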;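 further: agonist challenge used bursicon conditioned medium at about half maximal strength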
Statin myotox sup: suppression of simvastatin myotoxicity | C2C12 myotubes + simvastatin, ATP luminescence, 48 h; scaled: DMSO 0, geranylgeraniol control 100 | rescue of ATP level, % at 7.49 µM | actives 0.78% (n = 330,000) | AID 602340;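 active means mean ATP rescue above about 67%, or every replicate alone reaching that limit, limit read from the data, passing the limit was not always enough; inconclusive means no clear call, values can overlap the other calls; inactive means mean under the limit and some replicate under it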;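 further: myotubes were challenged with 10 µM simvastatin during compound exposure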
Cneo AK release: causes C. neoformans cell lysis; adenylate kinase release luminescence, 4 h; normalised: neutral wells 0, clomiphene wells 100; lysis activity, % at 15 µM; actives 0.2% (n = 360,000); AID 651654;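 active means mean lysis activity across replicates of at least 80%, whatever share of replicates individually reach that level; inactive means mean lysis activity below 80%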
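Schedule: static 4 h at 37 °C with compound, 1 h detection; system: C. neoformans cells; benchmarks: Clomiphene as positive control; buffer or medium: fresh YPD medium; measure: luminescence rise reflecting yeast cell lysis; measured by: luminescent adenylate kinase detection reagent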
PGC1a acetyl inh: lowers PGC1a acetylation signal in U2OS cells. AlphaScreen anti-acetyl-lysine; with virally co-expressed GCN5 acetyltransferase. inhibition, % at 15.6 µM. actives 0.17% (n = 350,000). AID 651687;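 active means every replicate shows inhibition of at least 40%; inconclusive means mean inhibition at least 40% but some replicate below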;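 further: 0% = neutral control wells and 100% = positive control wells; some results beyond the cut were filed as inactive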
Xi reactivation: X-chromosome reactivation activator | XiGFP mouse fibroblasts, % GFP-positive cells imaging, 3 d; cells co-treated with 5-aza-dC sensitizer; scaled so ellipticine positive control = 100% | activation, % at 7.58 µM | actives 0.055% (n = 360,000) | AID 743238;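 active means mean normalized replicate activation at least 10% and every replicate at or above 10%; inconclusive means only one of the two criteria met; inactive means mean below 10% and not all replicates reach 10%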;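 further: 0% = median of on-plate neutral control wells and 100% = ellipticine 6 µM median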
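System: 68-5-11 XiGFP fibroblast line; Timing: 3 days compound exposure; Compound dosing: one concentration, pinned; Benchmarks: positive control ellipticine, 6 µM final; Buffer or medium: DMEM containing 5-aza-dC.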
The depositor's hits bear a star; ? = inconclusive; . = not tested or not shown; & = joins results of further samples. This is a subset; the hit share may differ from the screen's.

Second line of a record – ERAP1 HTS inh, Statin myotox sup, LGR2 antag, PGC1a acetyl inh, SIRT5 inh, Xi reactivation, S100A4 inh HTS, Cneo AK release
C[C@@H]1CN([C@@H](C)CO)C(=O)CCCn2nncc2CO[C@@H]1CN(C)C(=O)Nc1ccccc1
 : -3&-1, 12&-21, -42&8, -2, -1&-1, -0.1&2.4, -3&0, -1&-1
COc1ccc(NC(=O)Nc2cccc3c2O[C@@H](CN(C)S(=O)(=O)c2ccc(F)cc2)[C@@H](C)CN([C@@H](C)CO)C3=O)cc1
 : ., 13, 4, 4, ., -0.3, ., 13
CC(C)NC(=O)Nc1ccc2c(c1)C(=O)N([C@H](C)CO)C[C@@H](C)[C@H](CN(C)S(=O)(=O)c1cccs1)OCCCC[C@@H](C)O2
 : 3, ., 9, 3, 6, -0.1, -5, 77
COC(=O)C1=C(C)N(C)C(=NCc2ccc(C(F)(F)F)cc2)NC1c1ccc(Cl)cc1 (configuration not stated)
 : 12, ., -13, ., 5, 0.0, -11, .
Cc1ccc(CNC(=O)CSc2nnc3c(n2)[nH]c2ccccc23)cc1
 : 4, -26, 33, ., -1, 0.0, -4, -5
Nc1nc(SCc2ccccc2Cl)c2ncn(C3OC(CO)C(O)C3O)c2n1 (configuration not stated)
 : -3, 6, 7, 0, -2, -0.1, -1, -1
CCN(CC)S(=O)(=O)c1cc(NC(=O)CSc2nccn2C)ccc1C
 : 1, ., 0, 3, 0, 0.3, -2, .
CCCn1c(N)c(C(=O)CSc2nc3ccccc3s2)c(=O)[nH]c1=O
 : 6, -20, 16, 4, -4, 0.0, -11, .
CO[C@H]1CN(C)C(=O)c2cc(NS(=O)(=O)c3ccccc3)ccc2OC[C@@H](C)N(C(=O)NC(C)C)C[C@H]1C
 : -7, -2, -5, 6, -2, 0.5, 4, -1
C[C@H]1CN([C@@H](C)CO)C(=O)c2cccc(NC(=O)Nc3ccccc3)c2O[C@H]1CN(C)S(=O)(=O)c1ccccc1
 : -3, 30, -2, -8, 5, 0.2, 2, -1
N=c1ccn2c(n1)O[C@H]1[C@@H](CO)[C@H](O)O[C@H]12
 : -2, -5, -5, 24, -4, 1.7, 23, 4
COc1ccccc1-c1ccc([C@H]2[C@@H](CO)N(CC3CC3)C23CN(S(C)(=O)=O)C3)cc1
 : 0, ., 12, -13, 1, 0.0, -6, .
Cc1ccc(C(=O)NC2CCC(C)CC2)s1 (configuration not stated)
 : 4, ., -52, ., -4, 0.6, -1, .
O=[N+]([O-])c1ccc(/C=N/Nc2ncccc2[N+](=O)[O-])s1
 : 0, ., -30, -6, -3, 0.0, 5, 4
C/C=C/c1ccccc1[C@@H]1[C@H](C#N)N(C(=O)CN2CCOCC2)[C@H]1CO
 : 1, ., -10, -1, 3, 0.0, -6, .
CN1CCN(C(=O)Nc2ccc([N+](=O)[O-])cc2)CC1
 : -1, ., 21, 0, 1, 0.0, -5, 10
C[C@@H]1CCCCO[C@@H](CN(C)C(=O)C2CCCCC2)[C@H](C)CN([C@H](C)CO)C(=O)c2cc(NS(=O)(=O)c3cccs3)ccc2O1
 : -9, ., 5, -21, 5, 0.0, -14, 2
Cc1cc(C)n(-c2ccc(NC(=O)C3CCN(Cc4ccccn4)CC3)cc2)n1
 : 5, -1, -3, 10, 3, 0.1, -5, 0
COc1cccc(C(=O)NN2c3ccccc3CCc3ccccc32)c1
 : -3, ., 16, -5, ., 0.0, -2, 7
C[C@@H]1CN([C@H](C)CO)C(=O)c2cc(NC(=O)Cn3cnnn3)ccc2O[C@@H]1CN(C)Cc1ccc(C(=O)O)cc1
 : 0, 44, -3, 2, 2, 0.5, -5, 69
CO[C@H]1CN(C)C(=O)c2cc(NC(=O)c3cccc(F)c3)ccc2OC[C@@H](C)N(C)C[C@H]1C
 : -3, 17, 4, -8, 0, 0.0, -35, -3
Cc1ccc(NC(=O)c2ccc(Cl)c(NC(=O)c3cccs3)c2)cc1
 : 5, -14, -39, -7, -2, 0.3, -6, 0
C/C(CC(=O)NCCN1CCOCC1)=N\NC(=O)c1ccncc1
 : 0, ., 22, ., -5, 0.3, -1, .
CCC(=O)N[C@H]1CC[C@H](CCn2cc(-c3cccc(OC)c3)nn2)O[C@@H]1CO
 : 3, 5, 0, -1, -1, -0.1, 2, 0
Cn1c(=O)cc(Cl)[nH]c1=O
 : 1, ., 7, 3, -5, 0.1, 2, .
CC(Oc1ccccc1)c1nnc(SCC(=O)NC2CC2)n1C (configuration not stated)
 : 1, 0, -4, 1, 5, 0.0, -2, 1
CCC1C(=O)NCCN1C(=O)c1cccc(OC2CCN(S(=O)(=O)N(C)C)CC2)c1 (configuration not stated)
 : 0, 3, -5, 5, 0, 0.1, -5, -1
CCC1=C(OC(=O)N(CC)CC)N2C(=O)OC(=NCCc3c[nH]c4ccccc34)[C@]2(C)[C@H]2C1=CC[C@H]1C(=O)N(CC)C(=O)[C@H]12
 : -7, -11, 6, -3, 3, 0.0, -8, 0
CC[C@H](C)/C=C(C)/C=C/C1=CC2=CC(=O)[C@]3(C)OC(=O)[C@@H](C(C)=O)[C@@H]3C2=CO1
 : -4, 1, -7, 4, 3, ., -15, -2
COc1ccc(N2C(=O)CC(N(CCc3ccccc3)C(=O)/C=C/C(=O)O)C2=O)cc1 (configuration not stated)
 : -6, ., 12, 6, -6, 0.2, -2, .
CC(C)CC#Cc1ccc2c(c1)O[C@@H](CN(C)C(=O)C1CC1)[C@H](C)CN([C@@H](C)CO)S2(=O)=O
 : ., -48, 5, -3, ., 0.1, ., .
CNC[C@@H]1Oc2c(NC(=O)NC3CCCCC3)cccc2C(=O)N([C@@H](C)CO)C[C@@H]1C
 : 0, -41, 11, 9, 0, -0.2, 2, -3
Cc1ccsc1CN(C)CC(=O)Nc1ccc([N+](=O)[O-])cc1Cl
 : 1, -7, 4, -4, -6, 0.3, -3, -1
C[C@H]1CN([C@@H](C)CO)S(=O)(=O)c2ccc(C3=CCCCC3)cc2O[C@H]1CN(C)Cc1cccc(C(=O)O)c1
 : 29, 10, -2, -5, 1, -0.2, -11, -3
COc1ccc(F)cc1-c1cc(C(=O)NC2CCCCC2)[nH]n1
 : -3, -10, -18, 1, ., 0.0, 0, -2
CN(C[C@H](Cc1ccccc1)N(C[C@H](CC1CCCCC1)N(CCc1ccccc1)N=O)N=O)N=O
 : 1, -34, -5, ., ., 0.0, -4, 7
Cc1cc(C)c(NC(=O)CSc2nc3ncc(Br)cc3[nH]2)c(C)c1
 : -1, -2, 3, -9, 19*, 0.0, -5, -1
Cc1ccccc1NC(=O)COC(=O)C1CC2CCCC(C1)C2=O (configuration not stated)
 : -1, 0, 6, -1, -2, 0.0, -2, 0
CC(C)(C)c1nnc(NC(=O)C2c3ccccc3Oc3ccccc32)s1
 : 0, ?, 9, -20, -4, -0.7, 12, -1
CCN(CC)CCSc1nc2ccccc2n1Cc1ccccc1
 : -2, 7, 1, 9, -5, -0.2, -4, 1
CC1=NN(C(N)=S)C(=O)C1N=Nc1ccccc1 (configuration not stated)
 : -2, ., -19, ., 1, 0.2, 2, .
Cc1nc(SCC(=O)N2CCOCC2)c2c(=O)n(C)c(=O)n(CC(C)C)c2n1
 : -1, -4, 3, -3, ., 0.1, -1, 0
Cc1noc(C)c1NC(=O)Nc1ccc2c(c1)C(=O)N([C@H](C)CO)C[C@@H](C)[C@H](CN(C)S(C)(=O)=O)O2
 : 0, -18, -14, -15, -5, 0.0, -3, -1
CSc1ncccc1C(=O)Nc1ccc(S(=O)(=O)N2CCCC2)cc1
 : 6, -1, -11, -8, 2, -0.1, 4, 0
COc1cccc(CNC(=O)COC(=O)CCCNC(=O)c2ccc(Cl)cc2)c1
 : -4, 5, -8, ., 1, 0.6, -4, -2
COCCN(Cc1ccccc1)C(=O)c1cccc(S(=O)(=O)N(C)c2c(C)n(C)n(-c3ccccc3)c2=O)c1
 : -2, 5, 1, -9, 0, 0.1, -2, 3
O=C(Cc1ccncc1)NCC[C@H]1CC[C@@H](NC(=O)Nc2cccc(F)c2)[C@H](CO)O1
 : 0, -2, 5, -7, -1, -0.1, -6, 46
CC1(C(=O)Nc2ccc3c(c2)OCCO3)CSCC(=O)N1CC(F)(F)F (configuration not stated)
 : 3, ., -2, ., 4, 0.2, -3, .
Cc1ccc(-n2nnnc2SCC(=O)Nc2nc(-c3ccc(F)cc3)cs2)cc1C
 : -3, -128, 0, -14, -8, ., 30, 1
CC(C)COc1ccc(CNC(=S)Nc2ccccc2)cc1Cl
 : -2, 21, -2, -4, 0, 0.1, -4, 9
COCc1cc(C)nc(SCC(=O)Oc2ccc(Cl)cc2)c1C#N
 : 0, ., -24, 9, -3, -0.1, -9, .
CCOC(=O)C1CCCN(S(=O)(=O)c2cc(Br)cc3c2N(C(=O)CC)CC3)C1 (configuration not stated)
 : 1, 1, 0, -5, 3, 0.3, -3, -2
CC1(C(=O)NS(=O)(=O)c2ccccc2)CCN1C(=O)C/C=C/c1ccccc1 (configuration not stated)
 : -3, -1, 3, 5, ., 0.2, -11, -1
CCOc1ccc(C2Nc3ccccc3C(CC)(CC)O2)cc1 (configuration not stated)
 : 6, ., 11, 0, -4, 0.0, -1, .
COc1ccc(-c2noc(CCC(=O)N3CCN(c4ccccc4OC)CC3)n2)cc1
 : -2, 10, -10, 2, 1, 0.2, 2, -2
Cc1nc(N2CCN(c3ccccc3)CC2)nc2c1C(=O)CC(C)C2 (configuration not stated)
 : 2, 15, 14, -24, -2, ., -4, -3
NS(=O)(=O)c1cccc(NC(=O)CSc2nnnn2-c2ccccc2)c1
 : 5, 21, -9, 5, -1, 0.0, -4, 1
CC1=C(/C=C/C(C)=C/C=C/C(C)=C/C(=O)Nc2ccc(O)cc2)C(C)(C)CCC1
 : 2&-6, -2, -11, -6&-13, -8, 0.0, 10&-3, 5
COC(=O)[C@@]12C[C@@H](CC(=O)NCC3CCCCC3)C(=O)N(CCc3ccc(OC)c(OC)c3)C1=CCC(C)(C)C2
 : ., ., 9, ., 4, 0.0, -3, .
Cc1nnn(-c2nonc2N)c1C(=O)NNC(=O)c1ccc(Cl)c(Cl)c1
 : ., ., 15, -6, ., 0.0, -14, .

Remaining list, next part
Second line of a record – ERAP1 HTS inh, Statin myotox sup, LGR2 antag, PGC1a acetyl inh, SIRT5 inh, Xi reactivation, S100A4 inh HTS, Cneo AK release
N#CC1(NC(=O)COc2ccc(C(N)=O)cc2)CCCC1
 : 0, 1, 4, 1, -2, 0.0, -1, 1
O=C(CN1CCN(c2ccc(O)cc2)CC1)NC(=O)NCc1ccco1
 : -1, ., 28, 11, 1, 0.0, 4, 2
CCN(CC)C(=O)c1ncn(Cc2ccccc2)c1C(=O)N(CC)CC
 : -4, 4, -2, ., 1, 0.3, -3, 2
Cc1ccc2cc(C#N)c(N3CCN(C(=O)c4cccs4)CC3)nc2c1
 : -8, -7, ., -5, 0, 0.0, -1, -3
C[C@@H]1CN([C@H](C)CO)C(=O)Cc2cc(NC(=O)CCN3CCOCC3)ccc2O[C@@H]1CN(C)C(=O)Nc1ccc2c(c1)OCO2
 : 2, -27, -19, -9, 2, 0.0, -20, -1
CCOc1ccc(NC(=O)NNC(=O)c2ccc3ccccc3c2O)cc1
 : 1, 10, -4, ., 0, 0.3, -12, -1
